hK5 inh: blocks human kallikrein 5 protease activity; 210,000 compounds, 0.59% hits; inhibition, % at 5 µM; recombinant hK5, fluorogenic AMC substrate cleavage;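 active = inhibition of 40% or more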;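 also: 0% = enzyme controls without compound and 100% = no-enzyme blanks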
Target sequence (Q9Y337 67-293 limits assumed): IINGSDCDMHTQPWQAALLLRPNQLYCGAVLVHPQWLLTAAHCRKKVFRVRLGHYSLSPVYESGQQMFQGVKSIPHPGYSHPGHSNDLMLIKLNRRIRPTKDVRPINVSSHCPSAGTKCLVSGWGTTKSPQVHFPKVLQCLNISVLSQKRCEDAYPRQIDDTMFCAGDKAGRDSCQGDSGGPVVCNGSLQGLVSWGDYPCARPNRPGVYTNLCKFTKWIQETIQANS
Hck-Nef inh: blocks Nef-activated human Hck kinase. P08631. Recombinant Hck-YEEI plus Nef, Z-Lyte FRET kinase assay. inhibition, % at 20 µM. 220,000 compounds, 0.68% hits. AID 463187;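 active = Hck-Nef kinase inhibition above about 50%, limit read from the data; inactive = inhibition below that limit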;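 also: 0% = DMSO with Hck plus Nef and 100% = Hck alone without Nef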
Target sequence (P08631 whole entry, looked up): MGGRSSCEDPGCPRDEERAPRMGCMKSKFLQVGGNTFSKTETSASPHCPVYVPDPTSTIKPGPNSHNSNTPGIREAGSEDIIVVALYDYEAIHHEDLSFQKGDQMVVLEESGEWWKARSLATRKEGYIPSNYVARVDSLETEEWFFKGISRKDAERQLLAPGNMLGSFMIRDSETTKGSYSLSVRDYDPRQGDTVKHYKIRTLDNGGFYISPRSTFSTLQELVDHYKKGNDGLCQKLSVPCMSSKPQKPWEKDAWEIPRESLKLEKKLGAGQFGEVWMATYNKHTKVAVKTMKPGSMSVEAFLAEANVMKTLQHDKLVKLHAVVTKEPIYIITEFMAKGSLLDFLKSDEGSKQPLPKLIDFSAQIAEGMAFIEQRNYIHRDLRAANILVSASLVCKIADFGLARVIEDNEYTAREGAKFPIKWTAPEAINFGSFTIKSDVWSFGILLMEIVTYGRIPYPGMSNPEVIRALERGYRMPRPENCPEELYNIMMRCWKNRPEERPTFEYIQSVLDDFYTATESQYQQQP
L929 necroptosis: L929 zVAD cell death inhibition; viability rescue, % at 10 µM; 220,000 compounds, 0.38% hits; AID 1377; L929 zVAD necroptosis rescue, ATP luminescence, 24 h; with zVAD 60 µM;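 active = activation, scaled between plate controls, above about 75%, limit read from the data; inactive = activation under that limit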;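 also: 0% = zVAD with DMSO and 100% = DMSO alone without zVAD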
KCC2 mod: modulators of human KCC2 chloride dependent transport. Q9H2X9. KCC2 cells, thallium flux FluoZin-2 fluorescence. B-score of Tl+ flux slope (higher = more flux/activation; lower = inhibition) at 10 µM. 190,000 compounds, 2.2% hits. AID 1456;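 active = thallium flux slope and its plate-corrected score both differing from the plate sample mean at a set confidence after two filtering rounds, in either direction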;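 also: slope of fluorescence scaled to starting intensity during 10 to 20 s after thallium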
TNF death inh: TNF-alpha cell death inhibition in Jurkat FADD-/- cells | Jurkat FADD-/- TNF necroptosis rescue, ATP luminescence, 24 h; 0 = TNF only, 100 = no-TNF cells | activation (protection from cell death), % at 10 µM | 220,000 compounds, 0.068% hits;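 active = activation, meaning protection from cell death, of at least 50% relative to plate controls; inactive = activation below 50%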;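 also: necroptosis triggered by 40 ng/mL TNF-alpha added together with compound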
FXIIa inh: factor XIIa (human) inhibition; P00748; purified FXIIa, Boc-QGR-AMC fluorogenic substrate, 2 h; inhibition, % at 5 µM; 220,000 compounds, 0.3% hits; AID 800; in the data active = inhibition above about 40%;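 also: 0% = enzyme with no compound and 100% = blank without enzyme; many of its hits are not listed in these tables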
FXIa inh 1536: blocks human coagulation factor XIa protease activity; P03951; purified FXIa, Boc-Glu-Ala-Arg-AMC fluorogenic substrate; inhibition, % at 5 µM; 220,000 compounds, 0.14% hits; AID 798;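 active = inhibition of at least 40%; inactive = inhibition below 40%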;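 also: fluorescence of freed AMC excited at 355 nm; 0% = enzyme without compound and 100% = no enzyme blank; many of its hits are not listed in these tables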
thrombin 1536: blocks human thrombin protease activity. P00734. alpha-thrombin, Boc-VPR-AMC fluorogenic substrate cleavage. inhibition, % at 5 µM. 220,000 compounds, 0.26% hits. AID 1046;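 active = inhibition at or above 40%; inactive = inhibition below 40%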;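 also: 0% = enzyme with no compound and 100% = wells without enzyme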
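Test system: human alpha-thrombin; medium: pH 7.5 Tris-saline with Tween 20; times: reaction at room temperature; signal: AMC fluorescence at 355 nm excitation and 460 nm emission; also added: Boc-VPR-AMC substrate, 15 µM final; dosing: one concentration per compound, 5 µM, with 0.2% DMSO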
Rad51 HR inh: blocks human Rad51 in homologous recombination; 200,000 compounds, 0.085% hits; hRad51 DNA strand exchange, fluorescence dequenching; inhibition, % at 10 µM; AID 1385;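 active = inhibition above 40% at the single screening dose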;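 also: 0% = DMSO control wells and 100% = blanks with heterologous ssDNA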
Target sequence (Q06609 whole entry, looked up): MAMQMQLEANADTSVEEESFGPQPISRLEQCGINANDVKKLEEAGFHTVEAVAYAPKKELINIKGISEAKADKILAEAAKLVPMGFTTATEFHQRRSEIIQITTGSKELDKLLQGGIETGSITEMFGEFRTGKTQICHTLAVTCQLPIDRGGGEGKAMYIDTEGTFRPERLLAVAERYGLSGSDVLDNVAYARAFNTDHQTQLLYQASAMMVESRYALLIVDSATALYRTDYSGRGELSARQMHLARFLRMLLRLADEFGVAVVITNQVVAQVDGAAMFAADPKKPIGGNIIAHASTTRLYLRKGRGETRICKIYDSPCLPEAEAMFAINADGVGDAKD
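Test system: preformed human Rad51 ssDNA filaments; also added: Donor/quencher-labelled 47-bp dsDNA substrate; doses: 10 µM final, single point; times: 37 °C 15-min filament assembly, 30-min compound preincubation, 15-min exchange; detection: FRET fluorescence dequenching, excitation 485 nm, emission 520 nm; read-out basis: Fluorescence-based percent inhibition, control- and blank-normalised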
An asterisk follows results filed as active. This is a subset; the hit share may differ from the screen's.

For CCOC(=O)C(=O)/C(=C\N(C)C)c1onc(-c2c(F)cccc2Cl)c1C(=O)OC the results were hK5 inh -5, Hck-Nef inh 7, L929 necroptosis 0.0, TNF death inh -7.7, FXIIa inh 11, FXIa inh 1536 4, thrombin 1536 0 and Rad51 HR inh -3.
For COc1cccc(OC)c1C(=O)NC(=S)Nc1ccc2oc(-c3ccncc3)nc2c1 the results were hK5 inh 2, Hck-Nef inh 12, L929 necroptosis 2.4, KCC2 mod 0.48, TNF death inh -6.0, FXIIa inh 3, FXIa inh 1536 -3, thrombin 1536 -4 and Rad51 HR inh 3.
Screening COc1cccc(-c2noc(CCC(=O)NC3CCCCC3)n2)c1 returned hK5 inh -13, Hck-Nef inh -10, L929 necroptosis 1.4, KCC2 mod 0.46, TNF death inh 1.8, FXIIa inh -7, FXIa inh 1536 3, thrombin 1536 -6 and Rad51 HR inh 3.
`CN(C)S(=O)(=O)c1ccc(NC(=O)COC(=O)Cn2[nH]c(=O)c3ccccc3c2=O)cc1` gave hK5 inh -7, Hck-Nef inh 5, L929 necroptosis 0.0, KCC2 mod -1.4, TNF death inh -0.2, FXIIa inh -3, FXIa inh 1536 -6 and thrombin 1536 -11.
Cc1ccc([N+](=O)[O-])c2c1C(N1CC(C)OC(C)C1)C(C)(C)O2 (stereo not drawn) was read as hK5 inh -5, Hck-Nef inh -15, L929 necroptosis -0.5, KCC2 mod -0.1, TNF death inh -0.7, FXIIa inh 2, FXIa inh 1536 -4, thrombin 1536 -6 and Rad51 HR inh 5.
CN1C(=S)SC(C)(C)C1NO (stereo not drawn) was read as hK5 inh 2, Hck-Nef inh 0, L929 necroptosis -0.1, KCC2 mod -4.7*, TNF death inh -2.5, FXIIa inh 7, FXIa inh 1536 -3 and thrombin 1536 -5.
`CSC1=NCCN1C(=O)c1c(F)cccc1Cl` gave hK5 inh -10, Hck-Nef inh 0, L929 necroptosis -0.5, KCC2 mod -0.54, TNF death inh -4.8, FXIIa inh 11, FXIa inh 1536 3, thrombin 1536 3 and Rad51 HR inh 0.
Screening CCOC(=O)c1cnn(-c2nc(SC)nc3sc4c(c23)CCCC4)c1N returned hK5 inh -20, Hck-Nef inh -2, L929 necroptosis 0.1, TNF death inh 1.2, FXIIa inh 0, FXIa inh 1536 -3, thrombin 1536 2 and Rad51 HR inh -4.
For Cc1cc(CSc2ccccc2)ccc1NC(=O)COc1ccccc1C the results were hK5 inh -9, Hck-Nef inh 2, L929 necroptosis 0.3, KCC2 mod 0.012, TNF death inh -0.8, FXIIa inh 6, FXIa inh 1536 1, thrombin 1536 0 and Rad51 HR inh -5.
For CN1CCN(C2CCCCCC2)CC1 the results were hK5 inh -24, Hck-Nef inh -1, L929 necroptosis 0.1, KCC2 mod 0.15, TNF death inh 0.7, FXIIa inh 5, FXIa inh 1536 4, thrombin 1536 4 and Rad51 HR inh 2.
CC(C(=O)Nc1nc2ccccc2s1)n1cc([N+](=O)[O-])cn1 (stereo not drawn) was read as hK5 inh 2, Hck-Nef inh 26, L929 necroptosis 70, KCC2 mod 0.0041, TNF death inh 0.7, FXIIa inh 9, FXIa inh 1536 -4, thrombin 1536 -6 and Rad51 HR inh 8.
For O=C(NCc1cccs1)c1cnc(Cl)c(Cl)c1 the results were hK5 inh 1, Hck-Nef inh 16, L929 necroptosis 0.7, KCC2 mod -0.0084, TNF death inh 7.5, FXIIa inh 4, FXIa inh 1536 -2, thrombin 1536 -11 and Rad51 HR inh 2.
Screening CC(C(=O)NCc1ccco1)n1nc(-c2ccccc2)c2cc(Cl)ccc21 (stereo not drawn) returned hK5 inh -2, Hck-Nef inh 3, L929 necroptosis 1.9, TNF death inh 0.8, FXIIa inh 15, FXIa inh 1536 4, thrombin 1536 -5 and Rad51 HR inh 8.
CC1(C)CC(=O)C=C(NCc2cccc(C(F)(F)F)c2)C1 was read as hK5 inh -1, Hck-Nef inh 4, L929 necroptosis 0.3, KCC2 mod -1, TNF death inh 1.9, FXIIa inh 8, FXIa inh 1536 0, thrombin 1536 0 and Rad51 HR inh -14.
`CCN1CCN(c2cc(-c3ccccc3)nc3cc(-c4cccc(F)c4)nn23)CC1` gave hK5 inh -22, Hck-Nef inh 8, L929 necroptosis 0.1, KCC2 mod 0.81, TNF death inh 1.0, FXIIa inh 0, FXIa inh 1536 -3, thrombin 1536 -5 and Rad51 HR inh -6.
CC(C)(C)OC(=O)NCCNC(=O)c1cccs1 was read as hK5 inh -10, Hck-Nef inh 8, L929 necroptosis 0.6, KCC2 mod 0.1, TNF death inh 0.3, FXIIa inh 1, FXIa inh 1536 3, thrombin 1536 -5 and Rad51 HR inh 11.
O=C(Nc1nc2ccc(Cl)cc2s1)[C@@H]1CCCN1C(=O)c1cccs1 was read as hK5 inh -2, Hck-Nef inh 3, KCC2 mod -0.32, TNF death inh 8.3, FXIIa inh 14, FXIa inh 1536 12 and thrombin 1536 -1.
O=c1c(-c2ccco2)[n+]([O-])c2ccccc2n1OCc1ccccc1[N+](=O)[O-] was read as hK5 inh -24, Hck-Nef inh 0, L929 necroptosis 2.5, KCC2 mod 0.54, TNF death inh -1.4, FXIIa inh -2, FXIa inh 1536 -5, thrombin 1536 18 and Rad51 HR inh -15.
For CCNC(=O)N1c2ccccc2Sc2ccccc21 the results were hK5 inh 2, Hck-Nef inh -9, L929 necroptosis 1.9, KCC2 mod 0.18, TNF death inh -1.3, FXIa inh 1536 -1, thrombin 1536 2 and Rad51 HR inh 7.
For O=C(COC(=O)CCc1ccc(S(=O)(=O)N2CCOCC2)cc1)Nc1cccc(Cl)c1 the results were hK5 inh 1, Hck-Nef inh 19, L929 necroptosis 0.7, KCC2 mod 1.5, TNF death inh -0.2, FXIIa inh 9, FXIa inh 1536 -1 and thrombin 1536 -1.
Screening CCOC(=O)C1CN(S(=O)(=O)c2ccccc2)C1 returned hK5 inh 1, Hck-Nef inh 0, L929 necroptosis 0.0, TNF death inh -2.0, FXIIa inh 10, FXIa inh 1536 1, thrombin 1536 -5 and Rad51 HR inh 3.
`O=c1[nH]cnc2sc(-c3ccccc3)cc12` gave hK5 inh 8, Hck-Nef inh -7, L929 necroptosis 0.7, KCC2 mod -1.3, TNF death inh -1.4, FXIIa inh 4, FXIa inh 1536 -1, thrombin 1536 -4 and Rad51 HR inh 8.
For COc1ccc(CC(=O)Nc2ccc3nc(SC)sc3c2)cc1OC the results were hK5 inh 2, Hck-Nef inh 17, L929 necroptosis 0.5, KCC2 mod 0.04, TNF death inh 1.3, FXIIa inh 10, FXIa inh 1536 3, thrombin 1536 -3 and Rad51 HR inh 2.
`COCc1cc(C)nc(N/N=C/c2ccc(-c3cc(C(=O)O)ccc3Cl)o2)c1C#N` gave hK5 inh 0, Hck-Nef inh 9, L929 necroptosis 0.6, KCC2 mod -2.6, TNF death inh -0.3, FXIIa inh 8, FXIa inh 1536 2, thrombin 1536 -1 and Rad51 HR inh 27.
Screening Cc1sc2c(c1C)C(=O)NC(c1cccc(O)c1)N2 (stereo not drawn) returned hK5 inh -16, Hck-Nef inh 1, L929 necroptosis 6.3, KCC2 mod -0.00086, TNF death inh -1.4, FXIIa inh 16, FXIa inh 1536 40*, thrombin 1536 2 and Rad51 HR inh 8.
For COc1ccccc1C1CC(c2ccc(NS(C)(=O)=O)cc2)=NN1C(=O)c1ccccc1 (stereo not drawn) the results were hK5 inh -2, Hck-Nef inh 29, L929 necroptosis 0.7, KCC2 mod 0.71, TNF death inh 1.9, FXIIa inh 5, FXIa inh 1536 -2, thrombin 1536 -3 and Rad51 HR inh 4.
`COc1ccc(C2CC(c3ccc(Cl)cc3Cl)Nc3nc(N)nn32)cc1OC` (stereo not drawn) gave hK5 inh 1, Hck-Nef inh 3, L929 necroptosis 0.0, KCC2 mod 1.1, TNF death inh -1.4, FXIIa inh 16, FXIa inh 1536 -3, thrombin 1536 -3 and Rad51 HR inh 3.
For O=C(c1ccc(Cl)c([N+](=O)[O-])c1)N1CCN(c2ccccc2)CC1 the results were hK5 inh -5, Hck-Nef inh 27, L929 necroptosis -0.1, KCC2 mod -0.87, TNF death inh -12, FXIIa inh 2, FXIa inh 1536 -4, thrombin 1536 -18 and Rad51 HR inh -12.
Screening CCc1nnc(NC(=O)c2ccc(OCc3c(C)noc3C)c(OC)c2)s1 returned hK5 inh 5, Hck-Nef inh 0, L929 necroptosis 1.3, KCC2 mod -0.022, TNF death inh -0.2, FXIIa inh 14, FXIa inh 1536 1, thrombin 1536 1 and Rad51 HR inh -3.
`Cc1ccc(CN2C3=NC(=O)CN3c3ccccc32)cc1` gave hK5 inh -26, Hck-Nef inh -7, KCC2 mod 1.4, TNF death inh 2.6, FXIIa inh 7, FXIa inh 1536 -5, thrombin 1536 -8 and Rad51 HR inh 2.

Already shown: an excerpt of the list.
`COc1ccc(C2CC(c3ccc(Cl)cc3Cl)Nc3nc(N)nn32)cc1OC` (stereo not drawn) gave hK5 inh 1, Hck-Nef inh 3, L929 necroptosis 0.0, KCC2 mod 1.1, TNF death inh -1.4, FXIIa inh 16, FXIa inh 1536 -3, thrombin 1536 -3 and Rad51 HR inh 3.
For O=C(c1ccc(Cl)c([N+](=O)[O-])c1)N1CCN(c2ccccc2)CC1 the results were hK5 inh -5, Hck-Nef inh 27, L929 necroptosis -0.1, KCC2 mod -0.87, TNF death inh -12, FXIIa inh 2, FXIa inh 1536 -4, thrombin 1536 -18 and Rad51 HR inh -12.
Screening CCc1nnc(NC(=O)c2ccc(OCc3c(C)noc3C)c(OC)c2)s1 returned hK5 inh 5, Hck-Nef inh 0, L929 necroptosis 1.3, KCC2 mod -0.022, TNF death inh -0.2, FXIIa inh 14, FXIa inh 1536 1, thrombin 1536 1 and Rad51 HR inh -3.

Further structures.
`CCOC(=O)c1c(NC(=O)CSc2nnc(Cc3csc(N)n3)n2C)sc(C)c1C` gave hK5 inh -18, Hck-Nef inh 6, L929 necroptosis -1.1, KCC2 mod -1.5, TNF death inh -3.2, FXIIa inh 9, FXIa inh 1536 -7, thrombin 1536 -11 and Rad51 HR inh -2.
`CCOc1ccc(S(=O)(=O)n2ccc(C)n2)c2ccccc12` gave hK5 inh 49*, Hck-Nef inh -3, L929 necroptosis -0.3, TNF death inh 0.4, FXIIa inh 16, FXIa inh 1536 6, thrombin 1536 16 and Rad51 HR inh -8.
CCOC(=O)c1c(NC(=O)CN2CCN(c3ccc(Cl)cc3)CC2)sc(C)c1C was read as hK5 inh -1, Hck-Nef inh 0, L929 necroptosis 1.7, KCC2 mod -0.34, TNF death inh -1.1, FXIIa inh -1, FXIa inh 1536 -6, thrombin 1536 -2 and Rad51 HR inh -5.
For O=C1CC(c2ccco2)CC(O)=C1C=Nc1cc(Cl)cc(Cl)c1 (stereo not drawn) the results were hK5 inh -3, Hck-Nef inh -2, L929 necroptosis -0.1, KCC2 mod -0.077, TNF death inh -3.0, FXIIa inh 10, FXIa inh 1536 3, thrombin 1536 -4 and Rad51 HR inh -1.
Screening COc1cc(/C=N/NC(=O)CCc2c(C)n[nH]c2C)ccc1O returned hK5 inh 13, Hck-Nef inh 0, L929 necroptosis 0.3, TNF death inh 1.2, FXIIa inh 5, FXIa inh 1536 -6, thrombin 1536 -3 and Rad51 HR inh 5.

Screening results deposited in PubChem BioAssay by several laboratories.
